RGS4 inhibitor: inhibitors of human regulator of G protein signaling 4; P49798; Transcreener GDP fluorescence polarization, RGS4-accelerated GTP hydrolysis; Potency, µM (doses to about 114 µM), for inactives: at the highest dose activity change, negative = inhibition, actives largely listed as inhibitors; hit rate 0.039% among 390,000; AID 504845; also: potency is read from the fitted curve at half-maximal effect; % is scaled to controls: 0 for no effect and ±100 for the full control effect; nearly all actives have a fitted effect of over 75% in size; some results filed as inactive show a strong effect at the top dose
Target sequence (P49798 whole entry, looked up): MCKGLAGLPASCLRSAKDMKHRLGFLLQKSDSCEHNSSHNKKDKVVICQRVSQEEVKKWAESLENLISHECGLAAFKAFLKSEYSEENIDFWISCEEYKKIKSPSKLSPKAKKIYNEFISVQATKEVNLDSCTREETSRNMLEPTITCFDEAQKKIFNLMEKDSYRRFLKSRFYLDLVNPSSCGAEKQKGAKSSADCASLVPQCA
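MLSMR compounds (23 nl, pin-transferred) preincubated 10 min at room temperature with a 500nM (2x) first reagent, then RGS4 at 900nM (2x) plus Transcreener GDP mix added; fluorescence polarization (620/688 nm) read before and after 90 min at 30 °C.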
TrxR1 inh: rat TrxR1 inhibition. recombinant rTrxR1, NADPH fluorescence consumption, selenite substrate. hit rate 1% among 390,000. Potency, µM (titrated, usually from 114 µM), for the others: at the highest dose activity change, negative = inhibition, actives largely listed as inhibitors. O89049; also: potency is read from the fitted curve at half-maximal effect; % is scaled to controls: 0 for no effect and ±100 for the full control effect; nearly all actives have a fitted effect of over 65% in size
Target sequence (O89049 whole entry, looked up): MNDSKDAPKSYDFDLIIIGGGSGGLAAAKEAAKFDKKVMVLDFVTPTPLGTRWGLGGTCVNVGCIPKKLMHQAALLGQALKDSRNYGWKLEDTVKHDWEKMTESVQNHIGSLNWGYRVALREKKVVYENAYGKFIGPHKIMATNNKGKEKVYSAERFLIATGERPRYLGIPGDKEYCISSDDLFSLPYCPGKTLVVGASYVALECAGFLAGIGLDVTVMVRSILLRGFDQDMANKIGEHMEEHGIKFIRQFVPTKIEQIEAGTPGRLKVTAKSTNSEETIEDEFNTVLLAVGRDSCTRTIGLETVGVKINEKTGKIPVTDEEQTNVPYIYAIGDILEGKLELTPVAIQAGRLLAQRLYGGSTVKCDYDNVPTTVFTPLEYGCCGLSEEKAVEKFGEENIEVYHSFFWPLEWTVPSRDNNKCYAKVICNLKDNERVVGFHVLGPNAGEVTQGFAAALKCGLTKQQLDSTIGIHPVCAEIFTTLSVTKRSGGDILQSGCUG
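Rat TrxR1 (90 nM in the dispensed reagent) was pre-reduced with 400 uM NADPH for 5 min at room temperature, then incubated with compound for 15 min. After 400 uM selenite was added, NADPH fluorescence (Ex 340/Em 450 nm) was followed for 8 min.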
TrxR1 substrate: rat thioredoxin reductase 1 substrate activity; O89049; purified TrxR1 substrate turnover, NADPH consumption readout; Potency, µM (titrated, usually from 114 µM), inactives show at the highest dose activity change, negative = substrate turnover; hit rate 0.01% among 390,000; AID 588456; also: potency is read from the fitted curve at half-maximal effect; % is scaled to controls: 0 for no effect and ±100 for the full control effect; nearly all actives have a fitted effect of over 50% in size
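Rat TrxR1, dispensed at 90 nM, was prereduced with 400 uM NADPH (final) for 5 min at ~22 deg C, then incubated with compound 15 min before 400 uM selenite. A first-read NADPH fluorescence drop versus no-compound background flagged substrates.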
Glioma ERSR ind: ER stress response induction in glioma. U87-MG GRP78 promoter luciferase reporter, 16 h. Potency, µM, for inactives: at the top dose activation, most hits filed as activators. hit rate 0.02% among 420,000. AID 602332; also: potency is read from the fitted curve at half-maximal effect; series mostly up to about 76 µM; % of control where 0% means no effect; nearly all actives have a fitted effect of over 35% in size
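Stably transfected U87-MG human glioma cells carrying a GRP78-based luminescent sensor were seeded at 1000 cells/well, pin-dosed with compounds and incubated 16 h. Luciferase reagent was then added, and end-point luminescence was read after 10 min at room temperature.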
Vif-A3F inh: blocks the Vif interaction with APOBEC3F; Potency, µM (top dose mostly 46.1 µM), inactives show top-dose activity, negative = active; hit rate 0.2% among 390,000; HeLa A3F-eYFP + Vif (tagged APOBEC3F with the HIV-1 protein that degrades it), YFP fluorescence increase; also: potency is read from the fitted curve at half-maximal effect; % of control where 0% means no effect; nearly all actives have a fitted effect of over 65% in size
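HeLa cells stably expressing Vif plus C-terminally eYFP-tagged A3F were seeded, incubated overnight at 37 deg C, dosed with compound, incubated overnight again at 37 deg C. Yellow fluorescence (Ex 488/Em 500-530) reported blocked Vif-mediated A3F-eYFP degradation.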
IDH1 R132H inh: inhibitors of human mutant IDH1 R132H; IDH1-R132H enzyme, NADPH consumption, diaphorase/resazurin fluorescence; Potency, µM (titrated, usually from 76.6 µM), for inactives: at the top dose activity change, negative = inhibition, actives largely listed as inhibitors; hit rate 0.093% among 390,000; AID 602179; also: potency is read from the fitted curve at half-maximal effect; % is scaled to controls: 0 for no effect and ±100 for the full control effect; nearly all actives have a fitted effect of over 65% in size
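IDH1-R132H (0.5 ug/mL dispensed) in pH 7.5 Tris buffer was preincubated 30 min with compound, then given a substrate mix of 0.016 mM NADPH and 2 mM alpha-KG for 80 min at room temperature; remaining NADPH was read by diaphorase/resazurin fluorescence.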
Vif-APOBEC3G blk: inhibitors of Vif-APOBEC3G interaction; Q9HC16; Potency, µM (doses to about 46.1 µM), for the others: top-dose activity, negative = active, usual class: inhibitors; HeLa A3G-eYFP + Vif (tagged APOBEC3G with the HIV-1 protein that degrades it), YFP fluorescence, overnight; hit rate 0.076% among 410,000;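 also: potency is read from the fitted curve at half-maximal effect; % is scaled to controls: 0 for no effect and ±100 for the full control effect; nearly all actives have a fitted effect of over 60% in size; hits raise eYFP signal because A3G escapes Vif-driven loss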
Target sequence (Q9HC16 whole entry, looked up): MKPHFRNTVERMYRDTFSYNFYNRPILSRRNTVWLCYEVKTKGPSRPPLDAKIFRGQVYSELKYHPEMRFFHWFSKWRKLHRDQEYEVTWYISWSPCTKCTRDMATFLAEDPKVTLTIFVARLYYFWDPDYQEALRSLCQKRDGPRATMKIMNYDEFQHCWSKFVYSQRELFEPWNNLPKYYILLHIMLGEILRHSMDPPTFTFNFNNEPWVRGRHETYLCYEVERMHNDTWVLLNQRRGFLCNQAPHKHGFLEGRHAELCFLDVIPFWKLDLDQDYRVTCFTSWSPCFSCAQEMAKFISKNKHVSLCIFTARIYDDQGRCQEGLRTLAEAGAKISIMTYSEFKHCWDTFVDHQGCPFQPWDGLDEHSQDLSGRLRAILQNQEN
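Read-out is eYFP fluorescence (Ex 488/Em 500-530) from Vif-expressing HeLa A3G-eYFP cells; more signal means A3G escaped Vif-mediated degradation. Cells plated overnight, compound pinned in, incubated overnight at 37 deg C.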
USP1-UAF1 inh: blocks the human USP1/UAF1 deubiquitinase complex; O94782; recombinant USP1/UAF1, Ub-Rhodamine cleavage fluorescence; Potency, µM (doses to about 57.1 µM), for the others: at the top dose activity change, negative = inhibition, actives largely listed as inhibitors; hit rate 0.23% among 390,000; AID 743255; also: potency is read from the fitted curve at half-maximal effect; % is scaled to controls: 0 for no effect and ±100 for the full control effect; nearly all actives have a fitted effect of over 60% in size; inactives centre near -12
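Step one: compound is pinned into 1nM USP1/UAF1 in HEPES pH 7.8 buffer with TCEP. Step two: 15 min room-temperature incubation. Step three: Ub-Rho (150nM final) starts cleavage, tracked by fluorescence over six one-minute reads.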
LDHA inh: inhibitors of human lactate dehydrogenase A. P00338. purified LDHA, NADH/diaphorase-resazurin fluorescence; hits give low values. activity change, % (values are at about 110 or 230 µM). hit rate 0.15% among 480,000; in the data active = activity change below about -30%; inconclusive = mostly about -25% to -30%;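 also: plate controls were DMSO wells for no effect and wells without enzyme for full effect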
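Human LDH5 (2 nM) was incubated with 0.06 mM NADH and 0.2 mM pyruvate for 5 min at room temperature in Tris pH 7.4. Remaining NADH was coupled through diaphorase/resazurin, and resorufin fluorescence was read at 0 and 20 min.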
* = called active by the depositor; ? = inconclusive; . = not tested or not shown; & = joins results of further samples; [ ] = remark or other dose. Unless noted, calls follow the shape of the dose curve; as a rule, active = well fitted curve in the direction sought with a large enough effect; inconclusive = small, poorly fitted or top-dose-only effect, or another doubt; inactive = no such curve, though single readings can be large; an effect the other way counts as inactive or inconclusive. Some of the compounds tested; the hit share may differ from the screen's.

nr	molecule	RGS4 inhibitor	TrxR1 inh	TrxR1 substrate	Glioma ERSR ind	Vif-A3F inh
1	C=CCn1c(SCC(=O)c2ccc(Cl)cc2)nnc1-c1ccc2c(c1)OCO2	-43%	6%[57.1 µM]	4%[57.1 µM]	-6%	6%
2	CS(=O)(=O)c1ccc2nc(NC(=O)Nc3ccc(Cl)c(Cl)c3)sc2c1	-13%	8%[57.1 µM]	14%[57.1 µM]	-1%	-19%
3	O=C(Nc1ccccc1-c1nc2ccccc2[nH]1)c1ccc(N2C(=O)CCC2=O)cc1	-9%	-1%[57.1 µM]	24%[57.1 µM]	-5%	11µM*
4	COc1ccccc1CNC(=O)N1CCN(c2ccccc2Cl)CC1	-4%	13%	5%	0%	2%
5	O=C(CSc1nnc(-c2ccccc2F)n1C1CC1)Nc1ccc2[nH]c(=O)[nH]c2c1	-23%	21%	7%	-5%	0%
6	COCCn1c(Cc2cccn2C)nnc1SCC(=O)NCc1ccc2c(c1)OCO2	-6%	26%	2%	-5%	0%
7	CC(C)CCN1CC(C(=O)NCc2ccccc2)CC1=O (stereo not drawn)	18%	24%	12%	-2%	-5%
8	COC(=O)CSc1nnc(CNS(=O)(=O)c2ccc(C)cc2)n1C	-14%	16%[57.1 µM]	-6%[57.1 µM]	-2%	-10%
9	Cc1coc2c1c(C)cc1oc(=O)c(CC(=O)NCCc3ccc(Cl)cc3)c(C)c12	3%	25%	10%	-2%	-1%
10	COc1ccc(C(=O)NC(=S)Nc2ccc3[nH]c(=O)[nH]c3c2)c(OC)c1	-10%	6%	-6%	-4%	0%
11	CCCn1c(=O)c2c(nc3n2CCCN3CCc2ccc(OC)c(OC)c2)n(C)c1=O	-1%	11%	-1%	-5%	-1%
12	COc1ccc(C)cc1NC(=O)c1ccc(S(=O)(=O)N2CCCCC2)cc1	13%	14%	13%	-2%	-2%
13	Cc1c(Cl)c(C(=O)NNC(=S)Nc2ccc(F)cc2)nn1C	-21%	5%	6%	11%	1%
14	CN1CCN(/N=C/c2ccc(C#N)cc2)CC1	16%	11%[57.1 µM]	-5%	1%	1%
15	Cc1ccc(NC(=O)CSCC(=O)N(C)CC(=O)Nc2cccc(F)c2)cc1	-20%	14%	3%	-1%	-3%

nr	IDH1 R132H inh	Vif-APOBEC3G blk	USP1-UAF1 inh	LDHA inh
1	3%	-1%	2%	-3
2	2%	-6%	-20%	-8
3	3%	?	-8%	-6
4	10%	6%	-19%	-4
5	-11%	-5%	0%	-1
6	-4%	0%	-8%	1
7	-4%	3%	-6%	0
8	14%	-1%	-17%	-6
9	5%	-5%	-13%	-1
10	2%	0%	-23%	-3
11	-2%	0%	-21%	1
12	-4%	-3%	-24%	4
13	-4%	-5%	-19%	-3
14	2%	4%	0%	-9
15	5%	1%	-25%	-5

Brought forward from above: 2 entries, followed by the next part.
nr	molecule	RGS4 inhibitor	TrxR1 inh	TrxR1 substrate	Glioma ERSR ind	Vif-A3F inh
14	CN1CCN(/N=C/c2ccc(C#N)cc2)CC1	16%	11%[57.1 µM]	-5%	1%	1%
15	Cc1ccc(NC(=O)CSCC(=O)N(C)CC(=O)Nc2cccc(F)c2)cc1	-20%	14%	3%	-1%	-3%
16	CC(C)(C)OC(=O)CN1C(=O)C(Sc2n[nH]c(-c3ccccc3)n2)CCc2ccccc21 (stereo not drawn)	10%	3%[57.1 µM]	6%[57.1 µM]	3%	0%
17	CN(C)CCNC(=O)c1ccc2c(c1)N(Cc1ccccc1)C(=O)c1ccccc1S2(=O)=O	-11%	0%	0%	.	.
18	Cc1cc(C)cc(N2C(=O)CSC23C(=O)N(CC(=O)NC2CCCCC2)c2ccccc23)c1 (stereo not drawn)	-10%	6%	-15%	-3%	11%
19	CC1CCCN(C(C(=O)Nc2ccc3c(c2)OCCO3)c2ccccc2)C1 (stereo not drawn)	-35%	7%	-3%	-5%	-20%
20	COc1ccc(C(CCN2CCOCC2)c2c(OC)cc(OC)c3c2OC(=O)CC3c2ccc(OC)cc2)cc1 (stereo not drawn)	11%	20%[57.1 µM]	-7%	-5%	.
21	CCOC(=O)C1CCN(c2c(Nc3ccc4c(c3)OCCO4)c(=O)c2=O)CC1	-3%	8%	-8%	-7%	-11%
22	CCCCC1(C)OC(=O)C(=Cc2c[nH]c3ccccc23)C(=O)O1 (stereo not drawn)	-13%	20%[57.1 µM]	-9%[57.1 µM]	-3%	2%
23	CC1(C)CNC(=O)c2sc(NC(=O)CN3CCOCC3)nc2C1	-19%	7%	8%	0%	-14%
24	CC1CC(C)CN(CCCNC(=O)CC2Oc3ccccc3NC2=O)C1 (stereo not drawn)	16%	-17%	-13%	-3%	-10%
25	C=CCn1c(C)cc(C(=O)COC(=O)c2cncc(Br)c2)c1C	-3%	17%	-1%	6%	-2%
26	CCOc1cc(/C=N\NC(=O)CN2CCOCC2)ccc1OCc1ccc(F)cc1	6%	-1%[57.1 µM]	3%[57.1 µM]	-2%	-15%
27	O=C(Nc1ccc(F)c(Cl)c1)C1CCCN1S(=O)(=O)c1ccc(F)cc1 (stereo not drawn)	4%	-4%	-10%	-1%	3%
28	Cc1cc2nnc(SCC(=O)NCc3cccs3)n2c2ccccc12	26%	3%	3%	-3%	-8%
29	COc1ccc(OCCSc2nc(N)cc(N)n2)cc1	12%	35%	9%	0%	-3%
30	O=C(CN1CCC(n2nnc3cc(C(F)(F)F)ccc32)CC1)NNC(=O)c1ccco1	10%	28%	5%	-2%	3%

nr	IDH1 R132H inh	Vif-APOBEC3G blk	USP1-UAF1 inh	LDHA inh
14	2%	4%	0%	-9
15	5%	1%	-25%	-5
16	8%	-1%	-17%	-1
17	.	.	-15%	-6
18	12%	-2%	-20%	-3
19	10%	4%	-20%	-1
20	.	4%	.	.
21	6%	3%	-14%	2
22	4%	2%	?	-5
23	-6%	-2%	-6%	2
24	-9%	3%	2%	1
25	-4%	1%	-12%	2
26	0%	0%	-7%	-6
27	3%	2%	?	0
28	-5%	-2%	-8%	0
29	16%	-7%	-12%	0
30	7%	-1%	-4%	-3

Whole records, looked up by structure.
`CCOC(=O)C1CCN(c2c(Nc3ccc4c(c3)OCCO4)c(=O)c2=O)CC1` is listed with RGS4 inhibitor: -3%; TrxR1 inh: 8%; TrxR1 substrate: -8%; Glioma ERSR ind: -7%; Vif-A3F inh: -11%; IDH1 R132H inh: 6%; Vif-APOBEC3G blk: 3%; USP1-UAF1 inh: -14%; LDHA inh: 2
`CC1(C)CNC(=O)c2sc(NC(=O)CN3CCOCC3)nc2C1` is listed with RGS4 inhibitor: -19%; TrxR1 inh: 7%; TrxR1 substrate: 8%; Glioma ERSR ind: 0%; Vif-A3F inh: -14%; IDH1 R132H inh: -6%; Vif-APOBEC3G blk: -2%; USP1-UAF1 inh: -6%; LDHA inh: 2

(further entries)
nr	molecule	RGS4 inhibitor	TrxR1 inh	TrxR1 substrate	Glioma ERSR ind	Vif-A3F inh
31	Cc1ccc(CNS(=O)(=O)c2ccc(-c3cnc(C4CC4)o3)cc2)cc1	-1%&17%	18%	3%	-1%&-4%	-1%&2%
32	O=C1CC2(CCCCC2)Oc2ccc(O)cc21	23%	15%	2%	-3%	2%
33	NS(=O)(=O)c1ccc(NC(=O)COC(=O)c2cccc(S(=O)(=O)N3CCCC3)c2)cc1	-11%	13%	8%	-6%	-10%
34	Fc1ccc2ncc3c(-c4ccccc4)n[nH]c3c2c1	17%	10%[57.1 µM]	1%[57.1 µM]	-3%	0%
35	O=C(CN1C(=O)CSCC1=O)NCc1ccc(F)cc1	7%	14%	2%	-4%	1%
36	CCc1ccc(N2CC(C(=O)OCC(=O)NNC(=O)c3ccccc3)CC2=O)cc1 (stereo not drawn)	10%	4%	7%	-4%	2%
37	CCN(CC)CCn1c(-c2ccccc2)csc1=Nc1ccccc1	-14%	3%	-2%	-1%	3%
38	COc1ccccc1CNC(=O)COC(=O)c1ccc2c(=O)n3c(nc2c1)CCCCC3	12%	-8%	-2%	4%	-1%
39	Cc1cc(NC(=O)CSc2ncnc3c2cnn3-c2cccc(Cl)c2)no1	-16%	15%	3%	-3%	3%
40	O=C(N/C(=C\c1ccco1)C(=O)N1CCCC(CO)C1)c1ccccc1 (stereo not drawn)	-18%	-5%[57.1 µM]	-11%	8%	-1%
41	CCOc1ccc(C(=O)NCC(=O)N2CCC3CCCCC3C2)cc1OCC (stereo not drawn)	0%	40%[activator][57.1 µM]	-11%[57.1 µM]	-4%	7%

nr	IDH1 R132H inh	Vif-APOBEC3G blk	USP1-UAF1 inh	LDHA inh
31	1%&-7%	1%&6%	-12%&-14%	-9&-11
32	4%	3%	0%	1
33	-4%	-6%	-20%	-3
34	-17%	-1%	-15%	-2
35	5%	3%	-6%	-1
36	4%	0%	-21%	-1
37	-3%	0%	-13%	-16
38	-9%	7%	-1%	-3
39	1%	-3%	-10%	-1
40	-1%	1%	-5%	0
41	4%	-1%	-18%	3

Assay outcomes (PubChem BioAssay)
